Assay outcomes as filed in PubChem BioAssay.
HEK293 NOD2/NF-kB: inhibition of NOD2-driven NF-kB reporter – cell-based, luminescence, uHTS, HEK293 (AID 1566) | HEK293 NOD2/NF-kB luciferase reporter, luminescence; higher % means a stronger effect | inhibition, % at 4 µM; hits with a dose series show EC50 in µM | 290,000 tested, 0.63% active; further: many of its hits are not listed in these tables
P. falciparum M17LAP: P. falciparum M17LAP inhibitors, primary screen, biochemical, fluorogenic H-Leu-NHMec substrate, 1536-well (AID 1619) | recombinant M17LAP, H-Leu-NHMec fluorogenic kinetic assay; higher % means a stronger effect | inhibition, % at 30 µM, or IC50 in µM where a hit was titrated | 220,000 tested, 0.38% active;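 active means compound inhibiting the enzyme by more than half at any dose during confirmatory dose-response retesting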;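 further: plate controls were full reaction with DMSO carrier for no effect and no enzyme background for full effect; strong numbers were not always called active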
NOD1 NF-kB reporter: inhibition of NOD1-driven NF-kB reporter – cell-based, luminescence, uHTS, primary screen (AID 1578); inhibition, % at 4 µM, or EC50 in µM where a hit was titrated; NOD1-driven NF-kB luciferase reporter cells, luminescence; higher % means a stronger effect; 290,000 tested, 1% active; in the data active means inhibition mostly above about 36%, no sharp cut-off; inactive means mostly below about 34%;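 further: HEK-293T reporter cells stimulated with the NOD1 agonist gamma-tri-DAP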
AID2073: inhibitors of Mint1-CaV2.2 protein interaction, biochemical, HTRF (AID 2073); HTRF protein-protein interaction, Mint1-CaV2.2; higher % means a stronger effect; 290,000 tested, 0.19% active; one-dose inhibition, % at 20 µM; IC50 in µM for titrated hits; in the data active means inhibition mostly above about 51%, no sharp cut-off; further: some results filed as inactive read as strong as hits
KOR beta-arrestin-1: kappa opioid receptor blockers – cell-based, luminescence, uHTS (AID 1778); KOR beta-arrestin recruitment, luminescence, antagonist mode; higher % means a stronger effect; inhibition, % at 10 µM; hits with a dose series show IC50 in µM; 290,000 tested, 0.091% active; further: strong numbers were not always called active
KOR beta-arrestin-2: KOR agonists, beta-arrestin recruitment, primary screen, cell-based, luminescence, uHTS (AID 1777). 280,000 tested, 0.02% active. KOR beta-arrestin recruitment, luminescence; higher % means a stronger effect. activation, % at 10 µM; hits with a dose series show EC50 in µM; in the data active means activation above about 50%, passing the limit was not always enough; further: a part of the inactive calls stands beside numbers as strong as those of hits
GPR55 activation: selective activators of receptor GPR55 – imaging, U2OS cells, beta-arrestin-GFP redistribution, primary screen (AID 1961); U2OS GPR55 beta-arrestin-GFP redistribution imaging; higher % means a stronger effect; activation, % at 10 µM; hits with a dose series show EC50 in µM; 290,000 tested, 0.048% active;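 active means activation above 40% with more than 50 cells counted in the well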;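 further: U2OS osteosarcoma cells stably expressing GPR55 and beta-arrestin-GFP; plate controls were DMSO negative control for no effect and LPI positive control for full effect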
Dynein cargo inh: dynein cargo transport inhibition; 3617.4 mouse cells, GR-EGFP nuclear translocation imaging; test concentration mostly 20 µM; stimulated with dexamethasone, 1 µM; active compounds read low; z-score, hits read low; 220,000 tested, 0.47% active; AID 1381;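 active means plate z-score of nuclear minus cytoplasmic receptor signal below a set negative limit, without overly bright fluorescence or cell loss, cut at about -3.5 in these data, passing the limit was not always enough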;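 further: z-score of nuclear minus cytoplasmic ring GR-EGFP intensity difference per well; some compounds called inactive have numbers as strong as hits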
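Buffer or medium: Induction medium lacking tetracycline, stripped serum | Also added: Dexamethasone agonist, 1.0 µM final, for 30 min | Timing: 48 h induction, 1 h compound, 30 min dex at 37 °C | Detection: Formaldehyde fixation, Hoechst nuclear stain, 10x automated fluorescence imaging | Measure: Nuclear versus cytoplasmic GR-EGFP signal, averaged per well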
M1AAP inhibition: P. falciparum M1AAP inhibitors, biochemical, fluorogenic H-Leu-NHMec substrate, 1536-well (AID 1445); recombinant M1AAP, H-Leu-NHMec fluorogenic kinetic assay; higher % means a stronger effect; inhibition, % at 30 µM, or IC50 in µM where a hit was titrated; 220,000 tested, 0.42% active;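 active means primary inhibition above the hit cutoff, then over 50% inhibition at one or more dose response concentrations, cut at about 23% in these data, passing the limit was not always enough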;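 further: plate controls were DMSO full reaction for no effect and no enzyme background for full effect; strong numbers were not always called active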
Dynein cargo inh cytoplasmic EGFP: further read-out of Dynein cargo inh, marked with its call; z-score; measured here: cytoplasmic GR-EGFP intensity; active compounds read high
Dynein cargo inh nuclear GR-EGFP: also measured in Dynein cargo inh; calls as there; z-score; measured here: nuclear GR-EGFP intensity;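 lower value marks the stronger effect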
Dynein cargo inh cell count: recorded beside Dynein cargo inh, whose call it bears; z-score; measured here: cell count per field
* = called active by the depositor; . = not tested or not shown; [ ] = another dose, or the depositor's remark. Unless noted, no stated cut-off is given here; in the data, active means inhibition above about 50%; inactive means the rest. Only part of the results is shown; rates above refer to the full screens.

HEK293 NOD2/NF-kB	P. falciparum M17LAP	NOD1 NF-kB reporter	AID2073	KOR beta-arrestin-1	KOR beta-arrestin-2	GPR55 activation	Dynein cargo inh	Dynein cargo inh cytoplasmic EGFP	Dynein cargo inh nuclear GR-EGFP	Dynein cargo inh cell count	M1AAP inhibition	SMILES
15%	7%	0%	-8%	3%	-2.1%	-0.3%	-0.72	-0.013	-0.16	0.38	2%	O=C1C=C(NCc2ccncc2)CC(c2ccccc2)C1 (stereo not drawn)
24%	-13%	3%	-3%	12%	9.4%	-0.2%	-0.58	-0.019	-0.41	1.2	7%	Cc1ccccc1-n1c(SCC(=O)NC(N)=O)nc2sc(-c3ccccc3)cc2c1=O
25%	.	-19%	38%	-12%	-5.5%	-0.2%	.	.	.	.	.	Cc1ccc(-n2nc(C)c(C(=O)N3CCN(C(=O)c4ccco4)CC3)c2-n2cccc2)cc1
-3%	3%	2%	45%	-23%	-8.6%	-0.3%	1.3	-0.19	0.65	0.29	4%	O=C(CCc1nc(-c2ccccc2F)no1)NCCN1CCc2ccccc2C1
14%	-9%	-6%	6%	2%	0.0%	0.2%	-1.3	-0.26	0.18	0.57	8%	COc1cc(/C=C/C(=O)NCCn2c(C)cc3ccccc32)cc(OC)c1OC
-58%	12µM*	4%	-8%	-30%	1.7%	-0.1%	-0.49	-0.27	-0.35	0.42	2%	CCCOc1ccc(N2C(=O)CC(SCCN)C2=O)cc1 (stereo not drawn)
-16%	.	-11%	-6%	-20%[20 µM]	0.8%	-0.1%	-0.42	1	0.38	-0.1	.	Cc1cccc(Nc2ncnc3c2cnn3C)c1
10%	14%	-22%	1%	-2%	-1.9%	-0.1%	0.048	-0.24	0.074	0.026	3%	O=C(CSc1nncs1)Nc1ccc(Cl)cn1
-20%	-8%	-52%	14%	50%	1.4%	0.2%	0.15	-0.062	0.81	-2.3	9%	O=C(CC(=O)c1cc(Cl)ccc1O)c1ccccc1
10%	-6%	8%	-5%	-6%	-8.2%	-0.2%	-0.43	-0.25	0.43	0.29	4%	c1ccc2c(c1)ncn2CCn1cnc2ccccc21
14%	-2%	4%	2%	30%	0.3%	-1.9%	-0.4	-0.088	0.57	-0.25	4%	CC(=O)Nc1ccc(-c2nnn(CC(=O)c3ccc(F)cc3)n2)cc1Cl
-24%	2%	3%	3%	-48%	3.8%	0.3%	-0.44	0.21	0.019	0.11	-2%	O=C(Nc1nc(-c2ccccc2)cs1)C1COc2ccccc2O1 (stereo not drawn)
23%	7%	-10%	-1%	8%	6.3%	-0.2%	0.015	-0.25	-0.15	0.11	0%	CCOc1ccc(NC(=O)CC2C(=O)N(c3ccccc3)C(=O)N2CCc2cccs2)cc1 (stereo not drawn)
8%	-7%	1%	-5%	-21%	-2.1%	-0.1%	1.5	-0.016	1.3	-1.1	0%	O=C(NCCc1ccccn1)C1CCCN(S(=O)(=O)Cc2ccccc2)C1 (stereo not drawn)
-13%	8%	-37%	-2%	11%	-1.0%	0.2%	-0.82	-0.24	0.2	0.76	0%	CCN(C(=O)c1cccs1)c1nnc(-c2ccncc2)s1
3%	-15%	-22%	11%	-27%	1.9%	-0.6%	-0.054	1.5	-0.28	0.55	5%	O=c1cnnc(Nc2ccccc2F)[nH]1
31%	-4%	4%	1%	16%	-0.7%	0.1%	-0.24	-0.32	-0.66	0.65	4%	CCOC(=O)C1(Cc2cccc(OC)c2)CCN(Cc2cccc(O)c2)CC1
11%	7%	-11%	3%	-6%	6.1%	-0.4%	-0.64	-0.31	-0.7	0.67	4%	Cc1cc(C)c(S(=O)(=O)n2c([N+](=O)[O-])cnc2C)c(C)c1
3%	17%	1%	-10%	-8%	1.5%	0.0%	0.32	-0.22	0.16	-0.2	4%	Cc1c(C(=O)/C=C/N(C)C)nnn1-c1ccc(Cl)cc1Cl
5%	11%	-24%	-1%	21%	-2.9%	-0.2%	0.3	-0.23	-0.0041	-1.1	5%	C=C1CC(C(=O)N/N=C/c2ccc(O)cc2)C1

Entries of single compounds from above.
CCN(C(=O)c1cccs1)c1nnc(-c2ccncc2)s1 is listed with HEK293 NOD2/NF-kB = -13%; P. falciparum M17LAP = 8%; NOD1 NF-kB reporter = -37%; AID2073 = -2%; KOR beta-arrestin-1 = 11%; KOR beta-arrestin-2 = -1.0%; GPR55 activation = 0.2%; Dynein cargo inh = -0.82; Dynein cargo inh cytoplasmic EGFP = -0.24; Dynein cargo inh nuclear GR-EGFP = 0.2; Dynein cargo inh cell count = 0.76; M1AAP inhibition = 0%
O=C(Nc1nc(-c2ccccc2)cs1)C1COc2ccccc2O1 (stereo not drawn) is listed with HEK293 NOD2/NF-kB = -24%; P. falciparum M17LAP = 2%; NOD1 NF-kB reporter = 3%; AID2073 = 3%; KOR beta-arrestin-1 = -48%; KOR beta-arrestin-2 = 3.8%; GPR55 activation = 0.3%; Dynein cargo inh = -0.44; Dynein cargo inh cytoplasmic EGFP = 0.21; Dynein cargo inh nuclear GR-EGFP = 0.019; Dynein cargo inh cell count = 0.11; M1AAP inhibition = -2%

(cont.)
HEK293 NOD2/NF-kB	P. falciparum M17LAP	NOD1 NF-kB reporter	AID2073	KOR beta-arrestin-1	KOR beta-arrestin-2	GPR55 activation	Dynein cargo inh	Dynein cargo inh cytoplasmic EGFP	Dynein cargo inh nuclear GR-EGFP	Dynein cargo inh cell count	M1AAP inhibition	SMILES
2%	12%	12%	8%	17%	3.0%	-0.1%	-0.62	-0.26	-0.39	1.5	1%	CSc1ccc(S(=O)(=O)Nc2ccc(N3CCOCC3)c(Cl)c2)cc1
-14%	.	-16%	-3%	-47%	-0.5%	-0.1%	.	.	.	.	.	Cc1cc(C)c(S(=O)(=O)NCCc2cc3ccc(C)c(C)c3[nH]c2=O)c(C)c1
23%	-5%	-21%	-3%	-61%[20 µM]	.	-0.1%	-1.2	-0.23	-0.83	1.6	3%	O=C(NCCN1CCOCC1)C(=O)NCc1ccc2c(c1)OCO2
7%	3%	-2%	3%	-7%	2.1%	-0.1%	-0.58	-0.24	0.33	0.53	13%	O=C(CSc1nc(O)cc(=O)n1-c1ccccc1)Nc1nc2ccccc2s1
-18%	16%	-3%	37%	13%	-8.3%	-0.2%	-1.6	-0.017	-0.65	0.59	7%	N#CC1=C2SCCN2C(=O)C(C#N)C12CCCCC2 (stereo not drawn)
-3%	-3%	-29%	19%	15%	18%	-0.4%	-0.17	-0.25	0.046	0.39	2%	COc1ccc(NC(=O)c2ccc(C(=O)Nc3ccc(OC)cc3OC)cc2)c(OC)c1
-10%	14%	-33%	-1%	.	3.9%	-0.2%	0.09	-0.29	-0.37	0.5	6%	COc1cc2c(cc1NC(=O)c1cccc(F)c1)CCCC2
-18%	-40%	.	5%	6%	1.7%	0.8%	-0.82	-0.21	-0.21	0.065	13%	COc1ccccc1-c1c(C)oc2cc(OC(=O)c3ccco3)ccc2c1=O
-18%	-20%	11%	8%	-7%	0.9%	-0.2%	-0.25	-0.26	0.21	0.11	0%	CCOC(=O)c1[nH]c2ccc(OC)cc2c1C
22%	.	-8%	-1%	-6%	-1.5%	0.0%	.	.	.	.	.	O=C(CNC(=O)c1sc2ccccc2c1Cl)NCc1cccnc1
-10%	.	-16%	-5%	-34%	3.3%	0.2%	.	.	.	.	.	CC(Sc1nccn1C)C(=O)Nc1ccccc1 (stereo not drawn)
-15%	-6%	-1%	20%	42%	-4.5%	0.1%	-0.53	-0.34	0.14	0.59	0%	COc1ccc(C(=O)Nc2ccc3c(c2)OCCO3)cc1[N+](=O)[O-]
-17%	2%	11%	24%	17%	-3.2%	0.5%	-0.15	-0.14	-0.12	0.017	2%	C/C(=N/OCO/N=C(\C)c1ccccc1)c1ccccc1
7%	10%	-10%	-5%	.	.	0.8%	-0.23	-0.23	0.56	-0.37	-6%	S=C(Nc1ccccc1)N1CCn2c(nc3ccccc32)C1
5%	8%	-33%	21%	-11%	0.0%	0.2%	0.65	-0.26	0.44	-0.78	1%	COc1cc(-n2c(-c3ccccc3)n[nH]c2=S)c(OC)cc1Cl
8%	8%	-2%	12%	-2%	-0.8%	-0.3%	0.39	-0.22	0.38	0.57	2%	CC(C)(C)NC(=O)CSc1nnc(C2CC2)n1Cc1ccccc1
5%	.	-29%	6%	-10%	2.1%	-0.1%	.	.	.	.	.	C/C(=N\NC(=O)C1CCCC1)c1ccc(Cl)cc1Cl
13%	-2%	-8%	0%	15%	1.0%	-0.2%	-2.9	0.097	-1.6	0.46	4%	CCN(C(=O)CSc1ncccc1C(=O)Oc1cccc([N+](=O)[O-])c1)c1cccc(C)c1
9%	-6%	12%	-1%	46%	-2.5%	0.4%	0.67	0.24	0.7	0.29	7%	NC(=O)c1nc(C2CCCCC2)nc2c1[nH]c(=O)n2-c1ccc(F)cc1
11%	4%	1%	-3%	19%	-2.6%	0.0%	1.3	-0.11	0.75	-0.082	0%	OCc1nnc2c3ccccc3c(-c3ccccc3)nn12

Looked up above.
Entry for O=c1cnnc(Nc2ccccc2F)[nH]1 in Dynein cargo inh: -0.054
Entry for N#CC1=C2SCCN2C(=O)C(C#N)C12CCCCC2 (stereo not drawn) in M1AAP inhibition: 7%
Entry for O=C(CSc1nc(O)cc(=O)n1-c1ccccc1)Nc1nc2ccccc2s1 in Dynein cargo inh nuclear GR-EGFP: 0.33
Entry for CCOC(=O)c1[nH]c2ccc(OC)cc2c1C in NOD1 NF-kB reporter: 11%
Entry for O=C(NCCN1CCOCC1)C(=O)NCc1ccc2c(c1)OCO2 in P. falciparum M17LAP: -5%
